# Screens from PubChem BioAssay.
# KCNQ1 block: inhibitors of human KCNQ1 potassium channel | CHO-K1 KCNQ1, FluxOR thallium flux fluorescence; hits give high values | AID 2642 | P51787 | actives 1.3% (n = 310,000) | B-score at 10 µM;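 active = compounds whose thallium flux B-score, printed positive for inhibition, exceeds three library SD while starting fluorescence stays within three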;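 also: channel opened by potassium depolarization with thallium stimulus after 20 min compound exposure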
# HDAC3 inh: human HDAC3 inhibition; O15379; recombinant HDAC3, fluorogenic peptide/trypsin coupled, fluorescence; inhibition, % at 8.3 µM; actives 0.15% (n = 320,000); AID 2718; in the data active = inhibition above about 26%, passing the limit was not always enough; inconclusive = no clear call, values can overlap the other calls
# TMEM16A act: activates or potentiates the mouse TMEM16A chloride channel; AID 623877; Q8BHY3; HEK293 TMEM16A/YFP-H148Q/I152L, iodide quench fluorescence; hits give low values; actives 0.3% (n = 340,000); B-score at 10 µM;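 active = fluorescence-ratio B-score plate-corrected deviation score at least 3 library SD below zero, with starting fluorescence score within 5 deviations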;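 also: channel opened by trigger with iodide after compound preincubation; score built on the fluorescence ratio of max minus min over baseline; more negative score means more quench and so TMEM16A activation or potentiation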
# TRPC4 act: opens the mouse TRPC4 cation channel. HEK293 TRPC4beta/mu-opioid, Fluo4 calcium fluorescence; hits give high values. B-score at 10 µM. Q9QUQ5. AID 2237. actives 0.49% (n = 310,000);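 active = B-score above 5 SD of library B-scores, and initial fluorescence ratio not above library mean plus 5 SD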;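 also: positive B-score marks a calcium rise read as TRPC4 activation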
#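 system = HEK293 cells stably co-expressing mouse TRPC4beta and mu-opioid receptor | schedule = Fluo4 dye loading 45 min at room temperature, 110 s recording | measure = B-scored integrated calcium fluorescence ratio | signal = Fluo4 calcium-sensitive dye fluorescence, kinetic, 1 Hz baseline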
# DYRK1A inh: inhibitors of rat Dyrk1A kinase; Q63470; ADP-Glo luminescence, NFATc1 peptide; inhibition, % at 12.5 µM; actives 0.43% (n = 310,000); AID 504441; in the data active = inhibition above about 50%;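 also: plate controls were vehicle with enzyme for no effect and no enzyme for full effect; many of its hits are not listed in these tables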
# TMEM16A inh: mouse TMEM16A channel inhibition, primary screen; HEK293 TMEM16A/YFP iodide influx fluorescence, ionomycin; normalized B-score (activity score, 25-100; higher = stronger inhibition) at 10 µM; actives 1.2% (n = 310,000); AID 588511;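 active = ratio plate-corrected score three or more library SD toward inhibition, starting fluorescence score within five deviations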;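 also: score derived from kinetic fluorescence span divided by baseline fluorescence per well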
# KCNQ1 pot: potentiators or activators of human KCNQ1 potassium channel; CHO-K1 KCNQ1, thallium flux FluxOR fluorescence; hits give high values; B-score at 10 µM; actives 0.35% (n = 310,000);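 active = fluorescence ratio B-score, a plate-corrected score, at least three library SD, with initial intensity B-score within 5 SD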
#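 Test system: CHO-K1 cells stably expressing KCNQ1 / Medium: assay buffer / Also added: depolarizing K+/Tl+ stimulus, K2SO4 and Tl2SO4 each 12.5 mM in 5x stock / Incubation: 90 min dye loading and 20 min compound exposure, both at room temperature / Signal: thallium influx via FluxOR fluorescence, kinetic imaging / Evaluation: B score of baseline-normalized fluorescence ratio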
# hERG protect: compounds protecting human hERG from proarrhythmic drug block | Q12809 | CHO-hERG, FluxOR thallium flux, dofetilide IC70 present | activation (rescue from dofetilide block), less the hit threshold, % at 10 µM | actives 0.51% (n = 310,000) | AID 1511;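 active = activation above the mean of controls blocked by dofetilide plus 5 SD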;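 also: thallium influx through hERG after potassium depolarization seen as dye fluorescence rise; in these data hits start at about 4.7%; inactives centre near -7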
# Target sequence (Q12809 whole entry, looked up): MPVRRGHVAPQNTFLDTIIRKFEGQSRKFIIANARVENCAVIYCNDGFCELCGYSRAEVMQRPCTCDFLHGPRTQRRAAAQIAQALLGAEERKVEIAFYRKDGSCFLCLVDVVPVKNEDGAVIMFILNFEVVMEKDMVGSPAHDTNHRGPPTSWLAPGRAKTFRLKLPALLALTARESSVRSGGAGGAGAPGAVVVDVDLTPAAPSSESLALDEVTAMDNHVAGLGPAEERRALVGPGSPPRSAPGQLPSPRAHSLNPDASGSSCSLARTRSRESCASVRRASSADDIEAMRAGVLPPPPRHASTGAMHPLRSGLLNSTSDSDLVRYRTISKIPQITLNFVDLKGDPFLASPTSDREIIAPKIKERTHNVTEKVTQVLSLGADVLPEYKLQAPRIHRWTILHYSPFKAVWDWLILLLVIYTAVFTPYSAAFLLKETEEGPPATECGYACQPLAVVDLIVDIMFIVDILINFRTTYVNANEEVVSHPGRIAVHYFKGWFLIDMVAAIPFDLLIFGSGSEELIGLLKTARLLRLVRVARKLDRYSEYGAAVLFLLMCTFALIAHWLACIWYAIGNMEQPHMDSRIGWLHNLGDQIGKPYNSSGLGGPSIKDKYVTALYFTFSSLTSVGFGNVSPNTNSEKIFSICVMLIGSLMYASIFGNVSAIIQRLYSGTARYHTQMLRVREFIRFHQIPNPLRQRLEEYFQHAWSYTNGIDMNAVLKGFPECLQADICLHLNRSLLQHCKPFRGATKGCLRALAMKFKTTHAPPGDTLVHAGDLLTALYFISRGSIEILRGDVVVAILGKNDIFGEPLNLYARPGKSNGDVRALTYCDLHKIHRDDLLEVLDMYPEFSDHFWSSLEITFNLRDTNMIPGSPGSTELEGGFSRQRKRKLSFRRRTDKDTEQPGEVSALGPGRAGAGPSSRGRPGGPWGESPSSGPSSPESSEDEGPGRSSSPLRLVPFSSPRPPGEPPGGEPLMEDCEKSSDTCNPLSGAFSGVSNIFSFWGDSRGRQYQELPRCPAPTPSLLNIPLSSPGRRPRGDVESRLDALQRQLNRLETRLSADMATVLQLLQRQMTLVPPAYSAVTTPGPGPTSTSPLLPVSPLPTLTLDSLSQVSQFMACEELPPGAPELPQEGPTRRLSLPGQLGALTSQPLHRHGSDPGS
# TRPC4 potent: allosteric potentiators of mouse TRPC4 channel; Q9QUQ5; HEK293 TRPC4beta/mu-opioid, DAMGO EC20, Fluo-4 Ca2+ flux; hits give high values; B-score at 10 µM; actives 0.42% (n = 310,000);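 active = B-score of calcium response area above 5 SD of library B-scores, with initial fluorescence ratio within 5 SD of library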;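 also: B-score of integrated fluorescence ratio over time as area under calcium response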
# KCNK3 inh: human KCNK3 channel inhibition, primary screen; B-score at 10 µM; actives 0.84% (n = 340,000); CHO-KCNK3 thallium flux, FluxOR fluorescence; hits give low values;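 active = B-score under library mean minus 4 SD, starting fluorescence ratio at most library mean plus 5 SD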;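 also: more negative B-score means stronger inhibition of thallium flux through KCNK3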
# KCNK9 inh: human KCNK9 channel inhibition; HEK293 KCNK9, FluxOR thallium flux fluorescence; hits give low values; Q9NPC2; B-score at 10 µM; actives 1.2% (n = 310,000);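 active = ratio B-score over 3 SD below the library mean, with starting fluorescence within 5 SD of its mean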;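 also: negative B-score means less thallium flux so channel inhibition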
# Starred values were filed as active, the others as inactive; i = inactive; ? = inconclusive; / = no result given. An excerpt. The share of hits here may be higher or lower than overall.
SMILES,KCNQ1 block,HDAC3 inh,TMEM16A act,TRPC4 act,DYRK1A inh,TMEM16A inh,KCNQ1 pot,hERG protect,TRPC4 potent,KCNK3 inh,KCNK9 inh
C/C=C/c1ccc(OCCCCOc2ccc(OC)cc2)c(OC)c1,i,-3.5,i,i,1.9,i,i,-5.5,i,i,i
CCOC(=O)[C@H](CCc1ccccc1)N[C@@H](C)C(=O)N1C(C(=O)O)C[C@@H]2CCC[C@@H]21 (some centres undefined),/,-10.4,i,/,-8.9,i,/,/,/,i,/
O=C(CSc1ncnc2c1sc1ccccc12)Nc1ccc(Br)cc1,i,-13.2,i,i,12.1,i,i,-6.2,i,i,i
Cc1ccc(-c2nnc(N3CCN(C(=O)c4ccco4)CC3)c3ccccc23)cc1,i,?,i,i,13.0,i,i,-22.6,i,i,i
Cc1c(Cl)cccc1-n1ccnc1SCC(=O)O,i,-1.3,i,i,9.5,i,i,-8.3,i,i,i
CC(O)CNc1nc2c(c(=O)n(Cc3ccccc3)c(=O)n2C)n1C (centres undefined),i,-6.5,i,i,0.3,i,i,-3.3,i,i,i
CC(=O)NCCCC(=O)NN1C(=S)N(Cc2ccccc2)C(=O)C1CC(=O)Nc1cccc(C)c1 (centres undefined),i,-12.2,i,i,2.9,i,i,-6.8,i,i,i
Cc1cc(C)cc(NC(=O)c2ccc(CNc3c(N4CCCC4)c(=O)c3=O)cc2)c1,i,-4.3,i,i,-7.6,i,i,-10.1,i,i,i
O=S(=O)(c1ccc(Oc2ccc(Br)cc2F)nc1)N1CCCCC1,i,17.4,i,i,2.4,i,i,-8.9,i,i,i
CCN(CC)S(=O)(=O)c1ccc2c(c1)N(CC(=O)NCc1ccccn1)C(=O)CO2,i,-6.8,i,i,-4.1,i,i,-5.5,i,i,i
Cn1c(O)c(C=NC(CC(N)=O)C(=O)O)c(=O)n(C)c1=O (centres undefined),i,/,/,i,/,/,i,-1.5,i,/,i
O=C(Nc1cccc(Cl)c1N1CCCCC1)c1ccc2c(c1)OCCO2,i,0.2,i,i,0.5,i,i,-5.4,i,i,i
COc1cccc(CNC(=O)CCC(=O)N2CC(C)Oc3ccccc32)c1OC (centres undefined),i,-0.5,i,i,-1.3,i,i,-11.7,i,i,i
O=C(O)c1ccc(NC(=O)c2ccccc2NC(=O)c2cccc(F)c2)cc1,i,4.3,i,i,/,i,i,-2.6,i,i,i
CCOc1ccc(CCNC(=O)c2ccc(OCc3c(C)noc3C)cc2)cc1OCC,i,-3.4,i,i,8.5,i,i,-4.4,i,i,i
O=[N+]([O-])c1ccc(O)c(CN2CCCCCC2)c1,i,3.5,i,i,/,i,i,-3.9,i,i,i
Cc1cccc(-n2c(-c3csc(C)c3C)n[nH]c2=S)c1,i,9.6,i,i,-1.3,i,i,-6.4,i,i,i
O=c1c2ccccc2nc(CSc2nnnn2-c2ccccc2)n1-c1ccccc1Cl,i,-2.3,i,i,2.4,i,i,0.1,i,i,i
Cc1ccc(S(=O)(=O)NCCNc2ccc([N+](=O)[O-])cc2C(F)(F)F)cc1,i,6.4,i,i,-2.7,i,i,-4.5,i,i,i
COc1ccc(-c2nnc(SCC#N)o2)cc1,i,2.7,i,i,12.8,i,i,-7.8,i,i,i
Cc1ccc(N(C(=O)CCC(=O)Nc2ccccn2)C(C(=O)NC(C)C)c2ccc(F)cc2)cc1 (centres undefined),i,-2.1,i,i,-5.3,i,i,-14.1,i,i,i
Cc1ccc(C(=O)NNC(=O)C(C)Oc2ccccc2F)cc1S(=O)(=O)N1CCOCC1 (centres undefined),i,3.4,i,i,16.4,i,i,-18.4,i,i,i
CC(C)CN(CC(C)C)C(=O)Nc1cccc([N+](=O)[O-])c1,i,-2.8,i,i,5.7,i,i,-19.1,i,i,i
Cc1cc(C(=O)Cn2nc(C(=O)O)c3ccccc3c2=O)c(C)n1-c1ccccc1,i,-5.1,i,i,0.1,i,i,-4.4,i,i,i

# Sorted by number of heavy atoms (low to high): part of the list above
SMILES,KCNQ1 block,HDAC3 inh,TMEM16A act,TRPC4 act,DYRK1A inh,TMEM16A inh,KCNQ1 pot,hERG protect,TRPC4 potent,KCNK3 inh,KCNK9 inh
Cc1cccc(-n2c(-c3csc(C)c3C)n[nH]c2=S)c1,i,9.6,i,i,-1.3,i,i,-6.4,i,i,i
O=C(Nc1cccc(Cl)c1N1CCCCC1)c1ccc2c(c1)OCCO2,i,0.2,i,i,0.5,i,i,-5.4,i,i,i
Cc1cc(C)cc(NC(=O)c2ccc(CNc3c(N4CCCC4)c(=O)c3=O)cc2)c1,i,-4.3,i,i,-7.6,i,i,-10.1,i,i,i

# Further compounds follow:
SMILES,KCNQ1 block,HDAC3 inh,TMEM16A act,TRPC4 act,DYRK1A inh,TMEM16A inh,KCNQ1 pot,hERG protect,TRPC4 potent,KCNK3 inh,KCNK9 inh
CCc1ccc(-c2nc(NC(=S)NC(=O)c3cccs3)sc2C)cc1,i,6.3,i,i,-1.6,i,i,-4.3,i,i,i
Cc1ccc(C)c(NC(=S)NC(NC(=O)Cc2ccccc2)C(Cl)(Cl)Cl)c1 (centres undefined),i,?,i,i,-5.4,i,i,-4.2,i,i,i
COCCn1c(-c2cccc([N+](=O)[O-])c2)nc2c1c(=O)[nH]c(=O)n2Cc1ccccc1,i,-5.2,i,i,-3.9,i,i,-8.2,i,i,i
C=CCc1cc(C=O)cc(OC)c1OCc1c(Cl)cccc1Cl,i,8.9,i,i,8.7,i,i,-8.8,i,i,i
COc1cc(C(=O)Oc2ccccc2/C=N/NC(=O)c2ccc(C)c(Cl)c2)cc(OC)c1OC,i,-4.5,i,i,/,i,i,-0.3,i,i,i
COc1ccc(NC(=O)CSc2nc3ccccc3c(=O)n2CCC(=O)N2CCCCC2)cc1,i,-4.4,i,i,/,i,i,-11.0,i,i,i
O=[N+]([O-])c1ccc(C2Nc3cccc4cccc(c34)N2)cc1,i,-4.6,i,i,2.1,i,i,-13.6,i,i,i
C=CCOc1ccc(/C=C2\SC(=S)N(C(C(=O)O)c3ccccc3)C2=O)cc1 (centres undefined),i,/,i,i,-4.3,/,i,-22.5,i,i,i
c1ccc(N2CCN(Cc3nc4ccccc4[nH]3)CC2)nc1,i,-2.2,i,i,-5.0,i,i,-9.2,i,i,i
COCCOC(=O)C1=C(C)NC2=C(C(=O)CC(C)(C)C2)C1c1cccnc1 (centres undefined),i,-24.4,i,i,-6.4,i,i,-15.5,i,i,i
COc1ccc(NC(=O)c2ccc(COCC(F)(F)F)cc2)cc1OC,i,-1.1,i,i,-0.5,i,i,-5.3,i,i,i
CC1=CC(C)C2(CO)COC(c3ccccc3O)C1C2C (centres undefined),i,2.9,i,i,1.2,i,i,-14.1,i,i,i
Cc1ccc(NCc2nnc3n2CCCCC3)c(C)c1,i,-1.9,i,i,-6.1,i,i,-3.7,i,i,i
COc1ccccc1Oc1ccc2c(c1)C(=O)N(c1ccccc1)C2=O,i,-5.4,i,i,-1.6,i,i,-10.3,i,i,i
N#C/C(C(N)=O)=C1/CCCN1Cc1ccccc1,i,9.7,i,i,/,i,i,-5.1,i,i,i
CCN1CCN(CC(=O)Nc2cc(C)c(C)cc2[N+](=O)[O-])CC1,i,6.2,i,i,0.8,i,i,-7.0,i,i,i
CC(C)Oc1ccc(CN=C(N)N=C(N)N)cc1Cl,i,-3.3,i,i,-2.3,i,i,-2.1,i,i,i
Cc1noc(C)c1C(=O)OCC(=O)c1ccc[nH]1,i,-1.9,i,i,-1.8,i,i,-13.0,i,i,i
Cc1ccc(CN2C(=O)N/C(=C/c3ccc(-c4ccc(C(=O)O)cc4)o3)C2=O)cc1,i,-11.9,i,i,0.4,i,i,-12.3,i,i,i
Cc1nn(C)c(Cl)c1CN1CCN(CCC(C)C)C(CCO)C1 (centres undefined),i,/,i,i,-7.1,i,i,-17.1,i,i,i
Cc1ccc(CNC(=O)c2ccc(CS(=O)(=O)c3ccccc3C)o2)cc1,i,13.7,i,i,0.0,i,i,-10.1,i,i,i
CCCC(=O)NNC(=O)CCC(=O)Nc1ccccc1Cl,i,-2.3,i,i,4.9,i,i,-0.8,i,i,i
Cc1ccc(C(=O)N(C)CC(=O)Nc2ccc(N3CCOCC3)cc2)s1,i,2.7,i,i,11.5,i,i,-7.9,i,i,i
CCOc1ccccc1OCC(=O)OCC(=O)c1c(C)[nH]c2ccccc12,i,/,i,i,-5.9,i,i,-13.2,i,i,i
CCc1ccc(OCCCC(=O)NCc2ccccc2)cc1,i,-0.5,i,i,-1.8,i,i,-6.2,i,i,i
O=C(CSc1ccc(Br)cc1)Nc1ccc(N2CCOCC2)cc1,i,7.8,i,i,1.1,i,i,-12.1,i,i,i
CCCOc1c(Br)cc(/C=N/O)cc1OC,i,3.7,i,i,26.1,i,i,-7.1,i,i,i
CN1C(=O)c2ccccc2N(C)C1c1cccc(O)c1 (centres undefined),i,-27.3,i,i,4.1,i,i,-5.0,i,i,i
Cc1cc(=O)[nH]c2cc(O)ccc12,i,-75.0,i,i,23.6,i,i,0.7,i,i,i
COc1ccc(N2CCN(C(=O)CSc3nnc(-c4cc5ccccc5cc4O)n3C)CC2)cc1,i,0.3,i,i,11.5,i,i,-14.5,i,i,i
OCCCNC(=S)NC1CCCC1,i,5.8,i,i,16.5,i,i,-3.6,i,i,i
Cc1ccc(N2C(=O)CC(Sc3ncccc3C(=O)O)C2=O)cc1 (centres undefined),i,10.8,i,i,-4.7,i,i,-0.7,i,i,i
C=CCOC(=O)C1=C(C)NC(=O)NC1c1cc2c(cc1Br)OCO2 (centres undefined),i,7.0,i,i,7.2,i,i,-3.0,i,i,i
CC1(C)CC(=O)C2=C(C1)N(Cc1ccco1)C(=O)C2(NC(=O)c1cccnc1)C(F)(F)F (centres undefined),i,2.0,i,i,-4.2,i,i,-6.6,i,i,i
CNC(=O)COC(=O)c1ccc(NC(=O)CC#N)cc1,i,3.4,i,i,-9.4,i,i,-1.3,i,i,i
CCOc1ccccc1NC(=O)/C(C#N)=C/c1cccnc1,i,3.5,i,i,4.3,i,i,-11.0,i,i,i
COc1ccc2c(c1)C(c1ccc(C)o1)=NNC(c1cccnc1)=N2,i,8.6,i,i,4.0,i,i,-9.2,i,i,i
CC(=O)Nc1nc(C)c(Oc2ccc(Cl)cc2Cl)c(=O)[nH]1,i,7.2,i,i,5.6,i,i,0.5,i,i,i
Cc1cc(C)n(CCNC(=O)CC2C(=O)NCCN2Cc2ccccc2C(F)(F)F)n1 (centres undefined),i,-3.7,i,i,3.7,i,i,-6.0,i,i,i
